Screening results as filed in PubChem BioAssay.
CHRM5 antagonist: human M5 muscarinic receptor antagonists, primary screen, CHO cells, Fluo-8 calcium fluorescence; actives 0.59% (n = 360,000); AID 624040, 2012; CHO-hM5 cells, ACh EC80; inhibition, % at 3 µM;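 active means inhibition above a per-plate cutoff, the mean of that plate's test compounds plus 3 SD, cut at about 27% in these data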;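 further: 0% = acetylcholine EC80 with DMSO and 100% = DMSO without agonist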
Target sequence (P08912 whole entry, looked up): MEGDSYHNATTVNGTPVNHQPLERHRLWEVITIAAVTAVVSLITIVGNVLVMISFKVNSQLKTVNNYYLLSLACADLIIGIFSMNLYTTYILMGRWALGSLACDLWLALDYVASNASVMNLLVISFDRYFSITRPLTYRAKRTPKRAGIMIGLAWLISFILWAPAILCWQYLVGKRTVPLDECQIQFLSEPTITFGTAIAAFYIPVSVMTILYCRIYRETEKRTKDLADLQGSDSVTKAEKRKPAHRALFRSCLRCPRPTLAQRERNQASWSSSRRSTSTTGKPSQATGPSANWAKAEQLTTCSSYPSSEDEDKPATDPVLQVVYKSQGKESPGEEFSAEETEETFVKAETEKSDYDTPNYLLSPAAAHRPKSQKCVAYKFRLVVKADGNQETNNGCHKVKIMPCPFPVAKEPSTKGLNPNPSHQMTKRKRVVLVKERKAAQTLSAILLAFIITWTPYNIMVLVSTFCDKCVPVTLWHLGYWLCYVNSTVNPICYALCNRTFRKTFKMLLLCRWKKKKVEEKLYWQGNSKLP
CHRM5 PAM: human M5 muscarinic receptor positive allosteric modulators, primary screen, CHO-K1 cells, Fluo-8 calcium fluorescence. Muscarinic acetylcholine receptor M5 (Homo sapiens), P08912. CHO-K1 hM5, ACh EC20 PAM; 0% = ACh EC20, 100% = ACh EC100. activation, % at 3 µM. actives 0.3% (n = 360,000). AID 624038, 2012;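 active means activation above the run cutoff, the mean activation of all test compounds plus 3 SD, cut at about 18% in these data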
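Assay system: CHO-K1 hM5 cells. Also added: acetylcholine at EC20 concentration, added after compound. Dosing: 3 µM, single dose. Times: compound preincubation 140 s before EC20 acetylcholine addition. Signal: Fluo-8 calcium fluorescence. Measure: % activation relative to EC20 and EC100 ACh responses. Repeats: singlicate, one well per test compound.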
CRFR2-BP ag: agonists of CRF-BP/CRF-R2 complex, primary screen, cell-based, HEK293, calcium dye fluorescence, uHTS; CRF-binding protein / CRF receptor 2 complex (human); calcium dye fluorescence (FLIPR); percent of saturating CRF peptide response; activation, % at 13.2 µM; actives 0.46% (n = 350,000); AID 588473, 2011;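 active means activation of at least 50%, plus an integration ratio under a set limit after plate pattern correction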;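 further: plate controls were neutral control wells without compound for no effect and CRF at EC100 for full effect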
CHRM4 PAM: human M4 muscarinic receptor positive allosteric modulators, primary screen, CHO-K1 cells, Fluo-8 calcium fluorescence; AID 624126, 2012; activation, % at 3 µM; Muscarinic acetylcholine receptor M4 (Homo sapiens), P08173; CHO-K1 hM4/Gqi5, ACh EC20; 0% = ACh EC20, 100% = maximal ACh; actives 0.4% (n = 360,000);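 active means activation above its plate's cutoff, the mean activation of sample wells plus 3 SD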; further: some results filed as inactive read as strong as hits
Target sequence (P08173 whole entry, looked up): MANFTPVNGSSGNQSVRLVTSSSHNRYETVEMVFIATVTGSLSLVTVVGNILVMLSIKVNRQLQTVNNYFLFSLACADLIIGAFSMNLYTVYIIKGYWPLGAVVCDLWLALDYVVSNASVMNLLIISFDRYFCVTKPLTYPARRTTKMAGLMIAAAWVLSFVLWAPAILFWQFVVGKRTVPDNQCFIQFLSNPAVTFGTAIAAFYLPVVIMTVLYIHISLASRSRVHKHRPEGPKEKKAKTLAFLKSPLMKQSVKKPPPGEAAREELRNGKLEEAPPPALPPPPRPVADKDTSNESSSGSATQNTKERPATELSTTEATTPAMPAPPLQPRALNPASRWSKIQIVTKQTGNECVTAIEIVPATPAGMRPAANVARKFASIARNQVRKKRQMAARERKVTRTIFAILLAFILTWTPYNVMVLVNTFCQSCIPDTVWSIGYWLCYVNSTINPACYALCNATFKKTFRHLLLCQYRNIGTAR
M4 antag: human M4 muscarinic receptor antagonists, primary screen, CHO cells, Fluo-8 calcium fluorescence | Muscarinic acetylcholine receptor M4 (Homo sapiens), P08173 | CHO-hM4 cells, ACh EC80 | inhibition, % at 3 µM | actives 0.73% (n = 360,000) | AID 624125, 2012;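 active means inhibition above its plate's cutoff, the mean inhibition of sample wells plus 3 SD, cut at about 27% in these data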;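 further: 0% = acetylcholine EC80 with DMSO and 100% = DMSO without agonist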
CHRM5 agonist: human M5 muscarinic receptor agonists, primary screen, CHO-K1 cells, Fluo-8 calcium fluorescence | AID 624037, 2012 | activation, % at 3 µM | Muscarinic acetylcholine receptor M5 (Homo sapiens), P08912 | actives 0.19% (n = 360,000) | CHO-K1 hM5 cells; 0% DMSO wells, 100% maximal acetylcholine response;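 active means activation above the run's mean over test compounds plus 3 SD, cut at about 23% in these data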;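 further: signal is peak over basal fluorescence ratio across the kinetic read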
M4 ag: human M4 muscarinic receptor agonists, primary screen, CHO-K1 cells, Fluo-8 calcium fluorescence | Muscarinic acetylcholine receptor M4 (Homo sapiens), P08173 | CHO-K1 hM4/Gqi5; vehicle 0%, full acetylcholine response 100% | activation, % at 3 µM | actives 0.14% (n = 360,000) | AID 624127, 2012;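 active means activation above the run mean over all test wells plus 3 SD, cut at about 32% in these data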;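 further: peak over basal fluorescence ratio per well then scaled between controls; 0% = DMSO wells and 100% = acetylcholine at EC100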
IDE inh: human IDE inhibitors in live cells, primary screen, fluorescence polarization, HEK cells, FAbetaB substrate; Insulin-degrading enzyme (Homo sapiens), P14735; FAbetaB cleavage; inhibition, % at 5.59 µM; actives 0.41% (n = 320,000);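 active means percent inhibition above the average of all tested compounds plus 3 SD, set per screening campaign, cut at about 16% in these data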;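 further: IDE supplied by intact live HEK cells; FP after avidin binding of uncleaved biotin substrate so inhibition keeps polarization high; 0% = DMSO wells and 100% = 60 µM reference IDE inhibitor Ii1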
CRFR2-BP antag: antagonists of CRF-BP/CRF-R2 complex, primary screen, cell-based, HEK293, calcium dye fluorescence, uHTS. CRF-induced calcium fluorescence. inhibition, % at 11.8 µM. actives 0.59% (n = 350,000);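 active means inhibition of the ligand-induced calcium signal above about 50% at the single tested concentration, limit read from the data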
Active calls of the source: *; . = not tested or not shown.

SMILES	CHRM5 antagonist	CHRM5 PAM	CRFR2-BP ag	CHRM4 PAM	M4 antag	CHRM5 agonist	M4 ag	IDE inh	CRFR2-BP antag
COC(=O)c1ccc(NC(=O)CS(=O)(=O)c2ccccc2)cc1	-8	8	-0.4	6	-9	-2	2	-7	5
Cc1noc(C)c1COc1ccc(C(=O)N2CCN(S(=O)(=O)c3ccc(Cl)cc3)CC2)cc1	0	6	-0.2	10	-4	3	2	4	18
Cc1cccn2c(=O)c(C=O)c(N3CCSCC3)nc12	-2	-4	0.7	3	-5	2	1	-2	-5
Cc1ccc2nc(NC(=O)C3CCN(S(=O)(=O)c4cnc[nH]4)CC3)sc2c1	-4	3	2.9	14	9	0	0	3	-16
Cc1cc(C)c(C(=O)N2CCCC(CNC(=O)C3(c4ccc(Cl)cc4)CC3)C2)c(=O)[nH]1 (configuration not stated)	5	2	-0.1	-2	1	2	1	3	18
CC(=O)NCC1CCCN(C(=O)c2ccc(OC3CCN(Cc4ccccn4)CC3)cc2)C1 (configuration not stated)	4	-6	-1.4	-4	-5	-8	1	4	17
CCn1cc(CN2CCC(C(=O)Nc3cccc(-c4cccc(Cl)c4)c3)CC2)cn1	9	-5	0.8	-7	7	-7	3	0	-22
CNc1nnc(SCC(=O)N2c3ccccc3NC(=O)CC2C)s1 (configuration not stated)	22	-3	-0.9	16	5	-1	-1	4	-4
CN1C(=O)C2(C(C#N)=C(N)N(c3ccc(Cl)cc3)C3=C2C(=O)CC(C)(C)C3)c2ccccc21 (configuration not stated)	-1	-3	-1.1	7	0	2	0	2	-1
COc1ccc(C)cc1NC(=O)C(OC(=O)CNC(=O)c1ccc(Br)cc1)c1ccccc1 (configuration not stated)	0	-2	6.0	-4	-2	-1	0	-1	7
Cc1ccc(C(=O)CC(=O)COc2ccc(Cl)cc2)cc1	7	-3	-0.1	-1	3	-1	0	-1	-9
COc1ccc(C(N)=O)cc1N	6	-4	1.2	-5	9	-1	0	0	1
CCOc1ccc(CCNS(=O)(=O)c2cccc3nsnc23)cc1OCC	-2	10	2.3	19	-7	-4	0	1	-13
COc1cc(NC(=O)CCc2c(C)noc2C)c(Cl)cc1C(=O)O	12	-5	-0.2	0	3	5	0	0	3
Cc1cnc(C(=O)N2CCc3c([nH]c4ccccc34)C2c2ccc(F)cc2)cn1 (configuration not stated)	-3	3	-0.8	1	6	-1	2	4	-27
Cn1cccc1CC(=O)N/N=C\c1ccccc1	1	8	-0.4	4	1	-2	0	4	-12
COC(=O)C(NC(=O)c1ccccc1)(Nc1cc(C)cc(C)n1)C(F)(F)F (configuration not stated)	5	-8	-0.7	-4	5	-6	-1	2	-7
COc1ccccc1NC(=O)C(NC(=O)c1ccc(C)cc1)c1ccccc1 (configuration not stated)	10	-14	2.2	-7	-2	-4	0	-2	1
Cc1cc(C)n(-c2cc(N3CCN(S(=O)(=O)c4ccc(Cl)cc4)CC3)ccc2[N+](=O)[O-])n1	17	-12	-1.6	-8	-1	-5	6	1	27
COc1ccc(C(=O)Cn2c(C)nc([N+](=O)[O-])c2Br)cc1	8	-2	1.4	-5	-3	2	9	3	-10
CC(C)NC(=O)C(c1ccc(F)cc1)N(Cc1ccco1)C(=O)CCC(=O)Nc1ccccn1 (configuration not stated)	0	-1	-0.6	8	-7	2	2	0	3
O=C(O)CCC(=O)N1N=C(c2ccc(Br)cc2)CC1c1cccc(Br)c1 (configuration not stated)	16	-3	-0.5	-1	10	0	2	-3	17
CC1Cc2ccccc2N1S(=O)(=O)c1cccc(C(=O)NNC(=O)c2ccccc2F)c1 (configuration not stated)	1	-5	-2.4	1	-2	0	4	-1	5
O=C(CCCC(=O)OCC(Cl)=C(Cl)Cl)Nc1ccccc1F	10	-3	4.5	-4	4	-4	-1	-1	-6
CCc1ccc(N2CC(C(=O)Nc3ccc(F)cc3)CC2=O)cc1 (configuration not stated)	13	-3	0.5	1	-1	-5	3	1	-4
Further results
SMILES	CHRM5 antagonist	CHRM5 PAM	CRFR2-BP ag	CHRM4 PAM	M4 antag	CHRM5 agonist	M4 ag	IDE inh	CRFR2-BP antag
O=C1N=C(N2CCN(c3ccccc3)CC2)SC1Cc1ccccc1 (configuration not stated)	11	-5	2.0	-3	9	2	7	-3	-1
Cc1ccc2nc(CCc3ccc(N)cc3)[nH]c2c1	-1	6	0.5	-1	-5	-1	-1	11	-1
Nc1nc(-c2ccccc2)c(-c2ccccc2)n1N	7	4	4.2	-2	5	-3	4	2	-30
O=C(CSc1ccccc1)NCc1ccccc1	9	1	-1.3	-3	-5	-5	0	-8	0
CCNc1nc(NCC)n2c(SC(C(=O)Nc3cc(C)ccc3OC)c3ccccc3)nnc2n1 (configuration not stated)	-2	-1	-2.8	-7	8	-3	-2	-3	13
Cc1ccc(NC(=O)COC(=O)c2ccc([N+](=O)[O-])o2)cc1S(=O)(=O)N1CCCCCC1	5	1	-1.4	1	-6	1	3	9	24
COc1ccc(OC(C)C(=O)NCCc2nc3ccccc3[nH]2)cc1 (configuration not stated)	-8	11	-1.4	-3	13	-2	1	0	12
O=C(NC1CCCCC1)c1cc(C2CC2)nn1-c1ccccc1	8	-5	0.7	0	-4	-4	0	6	-11
COc1ccc(NC(=O)CSc2ccc(NC(C)=O)cc2)cc1S(=O)(=O)N1CCOCC1	6	5	-1.9	-4	10	3	1	1	-10
Cc1[nH]c2ccccc2c1-c1nc(N)sc1C	11	-4	-1.3	5	-13	-4	1	-2	-8
CCN1CCN(S(=O)(=O)c2cc3c(cc2Cl)NC(=O)CO3)CC1	7	-3	-4.1	6	-4	3	1	1	6
CSc1ccccc1NC(=S)N/N=C/c1cccn1Cc1cccc(C)c1	6	-2	0.9	4	-1	-1	0	1	3
Cc1ccc(Cn2ccc(NC(=O)c3noc4c3CCCC4)n2)cc1	-3	2	2.5	3	-7	12	4	-2	-46
O=C(CNC(=S)N(CCCN1CCOCC1)Cc1cccs1)N1CCOCC1	-3	-2	-0.8	4	-14	-2	0	-1	-2
O=C(Cn1c(=S)[nH]c2ccccc2c1=O)N1CCc2ccccc2C1	-6	15	-1.9	11	2	5	2	-3	-15
O=[N+]([O-])c1nn(-c2ccccc2)n(O)c1=NC1CCN(Cc2ccccc2)CC1	13	3	-1.4	-11	-3	-11	0	4	-2
CN(CC(=O)Nc1cccc(Cl)c1)C1=NS(=O)(=O)c2ccccc21	-2	4	1.9	-2	-3	4	1	-3	-15
Cc1cccc(NC(=O)C2CCN(S(=O)(=O)c3cccc4nsnc34)CC2)n1	5	-8	0.0	0	1	-3	7	1	-7
CC(C)CN1C(=O)c2ccccc2C1c1nnnn1-c1ccc2c(c1)OCCO2 (configuration not stated)	-4	-4	.	2	1	2	0	.	.
O=C(CNS(=O)(=O)c1ccccc1Br)OCC(=O)N1CCc2ccccc21	-1	3	-1.1	-2	18	0	6	0	-3
CN(C(=O)n1cnc2ccccc21)c1ccccc1	-7	-2	-1.2	10	1	-2	1	4	19
CCCCN1C(=O)C2C(c3ccc(OC)cc3O)NC(CC(C)C)(C(=O)O)C2C1=O (configuration not stated)	-10	1	0.4	0	-4	2	0	-5	0
Cc1ccc(SCC(=O)Nc2ccccc2C(=O)O)cc1	-9	15	0.9	2	6	0	-1	14	5
NC(=O)c1ccccc1N/C=C/C(=O)c1ccccc1	-5	1	-0.7	-3	8	1	2	-1	21
O=C(COC(=O)c1ccc2c(c1Cl)C(=O)c1ccccc1C2=O)NC1CCCCC1	9	-7	-2.4	-8	2	2	8	2	-29

Whole records from above.
`O=C(CSc1ccccc1)NCc1ccccc1` across the screens: CHRM5 antagonist: 9; CHRM5 PAM: 1; CRFR2-BP ag: -1.3; CHRM4 PAM: -3; M4 antag: -5; CHRM5 agonist: -5; M4 ag: 0; IDE inh: -8; CRFR2-BP antag: 0
`Cc1[nH]c2ccccc2c1-c1nc(N)sc1C` across the screens: CHRM5 antagonist: 11; CHRM5 PAM: -4; CRFR2-BP ag: -1.3; CHRM4 PAM: 5; M4 antag: -13; CHRM5 agonist: -4; M4 ag: 1; IDE inh: -2; CRFR2-BP antag: -8
`O=C(Cn1c(=S)[nH]c2ccccc2c1=O)N1CCc2ccccc2C1` across the screens: CHRM5 antagonist: -6; CHRM5 PAM: 15; CRFR2-BP ag: -1.9; CHRM4 PAM: 11; M4 antag: 2; CHRM5 agonist: 5; M4 ag: 2; IDE inh: -3; CRFR2-BP antag: -15

More records
SMILES	CHRM5 antagonist	CHRM5 PAM	CRFR2-BP ag	CHRM4 PAM	M4 antag	CHRM5 agonist	M4 ag	IDE inh	CRFR2-BP antag
CN1C=CC(C(C(N)=O)c2ccccc2)c2ccccc21 (configuration not stated)	-3	0	38	11	-10	0	1	.	4
Cc1ccnc(NS(=O)(=O)c2ccc(NC(=O)c3c(-c4ccccc4Cl)noc3C)cc2)n1	-1	2	1.2	0	7	4	0	2	6
OC(CNCCC1C=Nc2ccccc21)Cn1c2ccc(Cl)cc2c2cc(Cl)ccc21 (configuration not stated)	6	2	-0.4	-11	37*	9	18	-7	-32
CC(C)CCN1C(=O)c2ccc(C(=O)NCC3CCCO3)cc2C1=O (configuration not stated)	-10	1	-0.5	14	1	2	2	4	9
CC(C)CC(=O)Nc1nnn(C)n1	-9	3	-0.4	4	-10	1	0	-4	-1
CC1=C(C#N)C(=O)NC1(C)O (configuration not stated)	-2	-2	-1.5	0	-2	1	0	.	12
CCOC(=O)CC1NCCc2c1[nH]c1ccc(OC)cc21 (configuration not stated)	-7	-2	0.4	-3	-10	-2	2	2	-2
Cc1ccc(C(=O)O)cc1NCc1cccnc1	2	3	-1.2	0	5	0	0	.	0
O=C(NC1CCCc2ccccc21)c1ccc(Cl)nc1 (configuration not stated)	9	-6	-0.6	-7	5	-3	0	4	1
COc1cc2c(cc1OC)CN(CC(=O)NC(=O)NC1CCCCC1)CC2	8	5	-1.5	6	-4	2	1	2	0
Cc1cccc(C(=O)Nc2nnc(-c3ccncc3)o2)c1	3	6	1.2	-7	3	-2	0	1	14
CCN(CC)c1ccc2cc(-c3nc4ccccc4n3C)c(=O)oc2c1	5	-5	248*	1	7	8	20	14	-239
CCOC(=O)COc1coc(CN2CCN(c3cccc(Cl)c3)CC2)cc1=O	2	2	-0.1	1	-7	-3	1	4	-5
Cc1cc(C(=O)NC(C)C2CC2)c(Cl)cc1Cl (configuration not stated)	1	3	2.6	3	-16	1	0	1	14
O=C(NCc1nc(-c2ccc(Cl)cc2)no1)c1ccc2c(c1)OCO2	9	1	0.3	-2	7	-2	3	1	13
O=C1C(=O)N(Cc2cccnc2)C(c2ccccn2)/C1=C(/O)c1ccccc1 (configuration not stated)	4	1	0.5	14	-3	-6	2	3	17
CC(=O)Nc1nc(CC(C)C)cc(-c2ccccc2)c1C#N	4	-3	-0.4	3	-2	-4	0	0	-3
O=C(COC(=O)CNC(=O)c1ccc(Cl)c([N+](=O)[O-])c1)NCC1CCCO1 (configuration not stated)	4	2	-0.9	-5	9	-1	1	0	-2
